# Screens deposited in PubChem by National Center for Advancing Translational Sciences (NCATS).
# GPT2 inhibitor: Primary qHTS assay for inhibitors of Glutamate pyruvate transaminase 2 (GPT2); AID 1671188, 2021; hit rate 0.25% among 100,000; Recombinant GPT2, coupled pyruvate oxidase/HRP Amplex Red fluorescence; Potency, µM (series often up to 57.7 µM), inactives show top-dose activity change, negative = inhibition, most hits filed as inhibitors; note: potency is the fitted concentration of half-maximal effect; nearly all actives have a fitted effect of over 60% in size; many of its hits are not listed in these tables
#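 Fluorescence read-out: pyruvate from GPT2 turnover coupled to pyruvate oxidase, HRP and Amplex Red (0.2mM ThPP, 0.2U/mL PO and HRP, 50uM Amplex final). Substrates 250uM a-KG, 2mM L-alanine; enzyme 10ng/uL; 30 min RT.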
# 3T3 cytotox: Cytotoxic Profiling in NIH 3T3 Cell Line of Diverse Libraries Using Quantitative High-Throughput Screening. NIH 3T3 viability, CellTiter-Glo ATP luminescence, 48-72 h. Potency, µM (doses to about 96.7 µM), for inactives: at the highest dose activity change, negative = cytotoxicity, hits mostly inhibitors. hit rate 4.3% among 94,000. AID 1345082, 2018; note: potency is the fitted concentration of half-maximal effect; nearly all actives have a fitted effect of over 55% in size
#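 Cytotoxicity is measured as loss of cellular ATP: NIH 3T3 cells (400/well) are exposed to compound for 48 or 72 hr at 37 °C, then CellTiter-Glo luminescence is imaged after 10 min at room temperature.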
# SNCA expr inh: Primary qHTS assay for inhibitors of alpha-synuclein gene (SNCA) expression; HEK-293 SNCA-luciferase knock-in, luminescence, 24 h; AID 1671194, 2021; Potency, µM (series often up to 57.2 µM), inactives show top-dose activity change, negative = inhibition, actives largely listed as inhibitors; hit rate 0.17% among 140,000;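 note: potency is the fitted concentration of half-maximal effect; plate controls were DMSO cells for no effect and cell-free wells for full effect; nearly all actives have a fitted effect of over 45% in size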
# HEK293 tox: Cytotoxic Profiling in HEK 293 Cell Line of Diverse Libraries Using Quantitative High-Throughput Screening | HEK 293 viability, ATP luminescence (CellTiter-Glo), 48-72 h | Potency, µM (top dose mostly 115 µM), inactives show at the top dose activity change, negative = cytotoxicity, most hits filed as inhibitors | hit rate 6.6% among 94,000; note: potency is the fitted concentration of half-maximal effect; nearly all actives have a fitted effect of over 60% in size
#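 qHTS cytotoxicity; HEK 293, 250 cells/well; compound pinned; 48 or 72 hr, 37 degree Celsius, 5% CO2, 95% humidity; CellTiter-Glo, 10 min RT; luminescence (ATP).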
# FLuc inh: Firefly luciferase inhibition profiling of diverse chemical library using quantitative high-throughput screening. Luciferin 4-monooxygenase (Photinus pyralis), P08659. purified P. pyralis luciferase, luminescence, biochemical. Potency, µM (top dose mostly 115 µM), without a hit: at the top dose activity change, negative = inhibition, hits mostly inhibitors. hit rate 2.5% among 76,000. AID 1347043, 2019; note: potency is the fitted concentration of half-maximal effect; nearly all actives have a fitted effect of over 65% in size
# Target sequence (P08659 whole entry, looked up): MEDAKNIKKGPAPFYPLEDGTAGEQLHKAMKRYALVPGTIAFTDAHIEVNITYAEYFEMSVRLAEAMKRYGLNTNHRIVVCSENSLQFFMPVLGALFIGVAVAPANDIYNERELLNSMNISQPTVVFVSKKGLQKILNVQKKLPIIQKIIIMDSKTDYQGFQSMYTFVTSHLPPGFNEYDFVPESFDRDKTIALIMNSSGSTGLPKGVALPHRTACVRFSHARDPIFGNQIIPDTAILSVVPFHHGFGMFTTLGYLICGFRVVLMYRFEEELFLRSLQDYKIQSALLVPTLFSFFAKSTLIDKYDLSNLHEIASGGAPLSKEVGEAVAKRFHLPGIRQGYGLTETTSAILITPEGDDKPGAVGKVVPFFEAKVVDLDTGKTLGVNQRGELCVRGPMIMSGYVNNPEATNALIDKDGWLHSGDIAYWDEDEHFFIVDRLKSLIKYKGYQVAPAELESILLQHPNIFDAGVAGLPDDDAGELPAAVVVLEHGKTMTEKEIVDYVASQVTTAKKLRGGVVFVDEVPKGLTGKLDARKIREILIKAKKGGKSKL
#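 Luminescence read by CCD imaging after purified firefly luciferase (10nM final) was added to substrate buffer holding 10uM D-luciferin and 10uM ATP, pH 7.5, pre-dosed with compound.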
# SNCA viab count: GF-AFC viability counterscreen for inhibitors of alpha-synuclein gene (SNCA) expression. Potency, µM (doses to about 57.1 µM), for the others: at the top dose activity change, negative = cytotoxicity, actives largely listed as cytotoxic. hit rate 0.12% among 150,000. HEK-293-SNCA-luc viability, GF-AFC fluorescence, 24 h;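 note: potency is the fitted concentration of half-maximal effect; 0% = DMSO-treated cells and -100% = medium-only wells without cells; nearly all actives have a fitted effect of over 30% in size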
#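 HEK-293-SNCA-luc cells (1500/well) plated 24 h, then exposed 24 h to a dilution series; GF-AFC added 30 min at 37C, fluorescence 405/540 nm; normalised to medium-only and DMSO wells, Hill fit.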
# IP6K1 inh: Primary qHTS assay for small molecule inhibitors of Inositol hexaphosphate kinase 1 (IP6K1) | Inositol hexakisphosphate kinase 1 (Homo sapiens), Q92551 | activity change, % (series mostly up to about 58 µM) | IP6K1 kinase, ADP-Glo luminescence, 2 h; stronger effect = lower value | AID 1645851, 2021 | hit rate 0.81% among 140,000; in the data active = activity change below about -25%
# Target sequence (Q92551 whole entry, looked up): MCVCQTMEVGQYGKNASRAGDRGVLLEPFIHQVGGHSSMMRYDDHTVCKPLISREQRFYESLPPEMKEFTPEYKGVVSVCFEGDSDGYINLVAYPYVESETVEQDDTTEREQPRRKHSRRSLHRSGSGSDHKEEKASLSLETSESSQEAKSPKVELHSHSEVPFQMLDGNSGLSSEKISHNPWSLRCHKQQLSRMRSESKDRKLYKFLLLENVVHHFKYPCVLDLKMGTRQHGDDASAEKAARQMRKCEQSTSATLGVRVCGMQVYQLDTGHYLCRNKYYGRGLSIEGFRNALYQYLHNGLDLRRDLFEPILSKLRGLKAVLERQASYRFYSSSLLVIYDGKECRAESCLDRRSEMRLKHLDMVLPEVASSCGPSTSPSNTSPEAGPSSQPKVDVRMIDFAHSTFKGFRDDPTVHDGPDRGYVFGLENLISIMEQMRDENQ
#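 ADP-Glo luminescence measures ADP made by human IP6K1 during a 2 h RT reaction with ATP/IP6 (mix at 1.3 mM/130 uM); top library doses 57.5 and 19.1 uM final.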
# An asterisk follows results filed as active; i = inactive; ? = inconclusive; . = no result given; & = joins results of further samples; ! = not confirmed by another sample; [ ] = another dose, or the depositor's remark. Unless noted, calls come from the whole dose curve; as a rule, active = well fitted curve in the direction sought with a large enough effect; inconclusive = small, poorly fitted or top-dose-only effect, or another doubt; inactive = no such curve, though single readings can be large; an effect the other way counts as inactive or inconclusive. Unless noted, % is set by controls: 0 for no effect and ±100 for the full control effect. Not all compounds are listed; the hit share may differ from the screen's.
# Screens in order: GPT2 inhibitor | FLuc inh | IP6K1 inh | SNCA viab count | 3T3 cytotox | SNCA expr inh | HEK293 tox
- CCOCC(=O)N1Cc2ccccc2OC2(CCN(C(C)C)CC2)C1
  i | -10.0% | 8.8 | 2.6% | -18.4% | -22.0% | -10.3%
- CCOc1ccc(N2CC(c3nc4ccccc4n3CCCOc3ccc(OC)cc3)CC2=O)cc1 (stereo not given)
  . | . | 21.6 | -2.6% | . | 44.3%[activator] | .
- COc1ccc(C(=O)N2C[C@@H]3C[C@H](C2)c2c(NS(=O)(=O)c4cccs4)ccc(=O)n2C3)cc1
  ? | 6.3% | 30.7 | -5.9% | i | 7.4% | -0.6%
- Cc1cccc(CN2CCOc3c(O)cc(-c4ccccc4C)cc3C2)n1
  4.3% | 24.4% | 14.0 | 5.6% | ? | 10.0% | ?
- Cc1cncc(C(=O)N[C@@H]2CN(S(C)(=O)=O)C[C@H]2CN(C)C)c1
  -15.5% | 3.4% | 26.6 | 8.7% | -8.2% | 4.5% | i
- O=C1[C@@H]2[C@H]3CC[C@H](C3)[C@@H]2C(=O)N1CCCCN1CCN(c2ncccn2)CC1
  i | . | 12.0 | -4.1% | . | 25.0%[25.6 µM] | .
- COCCNc1ncc(-c2cccc(N[S+](C)(=O)[O-])c2)c2c1OCC2
  i | 63.1µM* | -6.1 | -1.2%[87.6 µM] | ? | 101.2%[activator][87.6 µM] | ?
- O=C(NC[C@H]1Cn2c(-c3ccccc3)cnc2CO1)C1CCOCC1
  3.1%[88.5 µM] | 4.7%[172 µM] | -3.1 | -0.5%[87.6 µM] | -0.7%[174 µM] | -6.4%[87.6 µM] | i
- CC[C@H](C)C(=O)O[C@H]1C[C@H](O)C=C2C=C[C@H](C)[C@H](CC[C@@H](O)C[C@@H](O)CC(=O)O)[C@H]21
  i | . | . | -9.9% | . | -28.9% | .
- COCCn1c(C)nnc1-c1cc(-c2ccccc2Oc2ccccc2)ccn1
  0.3%[88.5 µM] | 9.2%[172 µM] | -9.1 | -1.2%[87.6 µM] | ? | -11.5%[87.6 µM] | ?
- O=C(Cc1ccsc1)Nc1cnc(-c2ccccc2)nc1
  -7.5% | 5.01µM* | -6.1 | 6.9% | ? | 41.9%[activator] | ?
- COc1ccc(C(=O)N[C@@H]2CCC[C@@H]2C(=O)NCc2ccc(C(F)(F)F)cc2)cc1
  -0.1% | -5.0% | 11.1 | -1.6% | 4.4% | -6.3% | -3.4%
- COCCn1ncc(N2CCCC(CC(=O)NCc3ccc(C)o3)C2)cc1=O (stereo not given)
  i | -7.2% | 6.9 | 3.9% | -9.5% | -7.4% | 1.1%
- CCN1c2cc(C(=O)N3CCN(c4ccccc4F)CC3)ccc2C(=O)N2CCCCC21 (stereo not given)
  i | 6.4% | 6.6 | 11.6%[12.5 µM] | -14.9% | 0.6% | ?
- Cn1nccc1C(=O)N1CCCN(CCc2ccccc2)c2ccccc21
  i | -3.7% | -3.1 | 4.7% | ? | -6.5% | ?
- CCN1C(=O)CCN(C(=O)NCC(C)C)CC12CCOCC2
  i | 0.7% | 5.2 | 2.1% | -2.9% | 11.2% | 4.2%
- Cc1nc(N2CCC(C(=O)NCCc3cccs3)CC2)cc(C(F)(F)F)n1
  i | 4.2% | -2.0 | -3.3% | -21.1% | 4.4% | ?
- Cn1c(C(=O)NCc2ccc(F)cc2)cc2cc(S(=O)(=O)N3CCCCC3)ccc21
  . | . | 27.9 | 1.6% | . | 6.0% | .
- COC(=O)c1ccc(OC(CO)C(O)c2ccc(O)c(OC)c2)c(OC)c1 (stereo not given)
  i | . | 0.2 | 9.7% | . | . | .
- Cc1nc(C)n(CCCn2ccnc2-c2cc3n(n2)CCCNC3)n1
  -10.9% | 0.0% | 18.0 | 6.5% | 1.4% | 3.1% | 0.4%
- CC1=C[C@@H](CNC(=O)C(C)(C)C)[C@H](C(C)C)C[C@H]1CC(=O)N(C)Cc1cccnc1
  i | -18.3%[172 µM] | -15.1 | ? | ? | ? | ?
- CC(=O)N1CCc2c(sc3c2c(=O)n(Cc2ccccc2)c(=O)n3CC(=O)Nc2ccc(C)c(F)c2)C1
  . | . | 6.9 | -22.8% | . | ? | .
- COc1cc(NC(=O)Cn2nc3n(c2=O)CCCCC3)cc(OC)c1
  -18.4% | 6.7% | 36.1 | 10.1% | i | 5.3% | 5.5%
- O=C(NC1CCCC1)NC1CCN(Cc2cccc(-c3ccc(F)cc3F)c2)CC1
  . | . | 23.6&9.4 | . | ? | . | 35.5µM*!
- COc1ccc(C2CC(=O)Nc3cc4c(cc32)OCO4)c(OC)c1 (stereo not given)
  . | . | 17.2 | -27.3% | . | -24.6% | .
- CCOCCn1c(=O)[nH]c2cc(C(=O)NCCn3cnnc3)ccc21
  -5.2% | 1.3% | 1.5 | 1.7% | i | 4.3% | i
- O=C(Nc1ccccc1)N1CCC(c2nn(-c3ccc(Cl)cc3)c(=O)[nH]2)CC1
  i | 0.9% | -4.7 | -17.5% | ? | ? | ?
- COc1ccc(N(Cc2cccs2)C(=O)Nc2cccc(Cl)c2)cc1
  . | . | 2.5 | -4.2% | . | 2.8% | .
- Cc1nc(-c2ccc(S(=O)(=O)NCc3ccc(OC(C)C)cc3)cc2)co1
  . | . | -0.3 | 3.9% | . | -10.3% | .
- CN1CCN(c2ccc(-c3cc4c(ccn4C)c(C(=O)NCCN4CCNC4=O)n3)cc2)CC1
  0.6% | 4.47µM* | -2.2 | -5.9% | ? | -6.8% | ?
- COc1ccc(NC(=O)C2=NO[C@@H]3CN(Cc4ccc(F)cc4)C[C@H]23)cn1
  0.7%[88.5 µM] | 0.2%[172 µM] | -1.9 | -4.0%[87.6 µM] | ? | -21.0%[87.6 µM] | ?
- COc1ccccc1N1CCCc2ncc(C(=O)N(C)Cc3ccccc3)cc21
  i | 5.3%[172 µM] | -5.3 | -2.2%[87.6 µM] | ? | -12.8%[87.6 µM] | 100µM*
- COc1ccc(Cn2c(=O)c(C(=O)N3CCN(c4ncccn4)CC3)nc3cccnc32)cc1
  i | . | 4.8 | -21.4% | -12.7% | -18.3% | ?
- CCCCN1C(=O)[C@@H]2C[C@@H](O)CN2C2(CN(Cc3ccoc3)C2)C1=O
  i | 0.9%[172 µM] | -11.3 | -1.0%[87.6 µM] | -2.8%[174 µM] | -1.7%[87.6 µM] | i
- O=C(O)CCn1ncc2cc(OCc3ccc(-c4cccc(CO)c4)cc3)ccc21
  ? | 20µM* | -2.3 | 3.8%[87.6 µM] | ? | -4.7%[87.6 µM] | -6.5%[172 µM]
- CN(C)C(=O)CCC[C@H]1NC[C@@H]2C[C@H]1CN(Cc1ccccc1)C2
  i | 8.4% | 14.2 | 7.5% | i | -12.2% | -2.2%
- O=S(=O)(Nc1ccc(C(F)(F)F)cc1)c1ccc2c(c1)OCCO2
  . | . | 23.0 | -4.5% | . | 23.4% | .
- CC(C)c1ccc(CNC(=O)c2ccc(CN3C(=O)NC4(CCOCC4)C3=O)cc2)cc1
  i | -11.7% | 24.5 | 2.5% | ? | 2.0% | ?
- CC(=O)Nc1cccc(-c2csc(Nc3cc(C)ccn3)n2)c1
  i | . | -16.9 | -24.6% | . | . | .
- COCCNC(=O)Cn1cc(S(=O)(=O)Cc2ccccc2Cl)c2ccccc21
  . | . | 26.2 | -3.8% | . | 21.9% | .
- C[S+](=O)([O-])NCc1nnc2n1C(C(=O)NCc1ccccc1F)CC2 (stereo not given)
  i | . | -28.2* | 11.9% | 3.0% | 1.1% | i
- O=C(COc1ccccc1)N1CC[C@H]2COC(=O)N2c2cc(F)ccc2C1
  i | 2.2%[172 µM] | 2.0 | 4.0%[87.6 µM] | -3.1%[174 µM] | -1.1%[87.6 µM] | -11.5%[172 µM]
- c1c(CN2CCCN(CCCN3CCCC3)CC2)nn2c1CNCC2
  i | -9.3% | 5.2 | -5.8% | -22.8% | 1.2% | -7.2%
- Cc1cc2nc3n(c(=O)c2n1CC(=O)Nc1cccc(Cl)c1)CCCC3
  i | 0.8% | 4.1 | -10.6% | i | 10.5% | ?
- COc1ccc(-n2nc(C3CCCN(C(=O)c4cccc(Cl)c4)C3)[nH]c2=O)cc1 (stereo not given)
  i | 1.7% | 20.8 | -8.7% | -27.6% | -26.5% | -21.2%
- O=C(CNC(=O)c1ccc(-c2cnc3ccccc3c2)cc1)NC1CCCCC1
  -3.6% | . | 5.0 | -7.7% | -18.0% | 1.4% | i
- CN(Cc1ccc(N2CCOCC2)cc1)C(=O)[C@H]1CN(Cc2ccccc2)C[C@H]1C(=O)O
  i | -4.9% | 29.8 | -1.6% | -23.9% | 0.2% | ?
- O=c1onc2cnc3ccccc3n12
  -12.2% | . | . | -6.1% | . | 14.6% | .
- O=S(=O)(N[C@H]1[C@H](O)[C@H](O)C[C@@H]1c1ccc(C(F)(F)F)cc1)c1ccc(F)cc1
  2.8%[88.5 µM] | -0.5%[172 µM] | 12.6 | -16.1%[87.6 µM] | ? | -14.8%[87.6 µM] | 70.8µM*

# Six entries drawn at random from the list so far:
# Screens in order: GPT2 inhibitor | FLuc inh | IP6K1 inh | SNCA viab count | 3T3 cytotox | SNCA expr inh | HEK293 tox
- COCCNC(=O)Cn1cc(S(=O)(=O)Cc2ccccc2Cl)c2ccccc21
  . | . | 26.2 | -3.8% | . | 21.9% | .
- Cc1cc2nc3n(c(=O)c2n1CC(=O)Nc1cccc(Cl)c1)CCCC3
  i | 0.8% | 4.1 | -10.6% | i | 10.5% | ?
- O=S(=O)(N[C@H]1[C@H](O)[C@H](O)C[C@@H]1c1ccc(C(F)(F)F)cc1)c1ccc(F)cc1
  2.8%[88.5 µM] | -0.5%[172 µM] | 12.6 | -16.1%[87.6 µM] | ? | -14.8%[87.6 µM] | 70.8µM*
- CCCCN1C(=O)[C@@H]2C[C@@H](O)CN2C2(CN(Cc3ccoc3)C2)C1=O
  i | 0.9%[172 µM] | -11.3 | -1.0%[87.6 µM] | -2.8%[174 µM] | -1.7%[87.6 µM] | i
- CCOc1ccc(N2CC(c3nc4ccccc4n3CCCOc3ccc(OC)cc3)CC2=O)cc1 (stereo not given)
  . | . | 21.6 | -2.6% | . | 44.3%[activator] | .
- COc1ccc(N(Cc2cccs2)C(=O)Nc2cccc(Cl)c2)cc1
  . | . | 2.5 | -4.2% | . | 2.8% | .
